EPAC1 ag: qHTS for Agonist of cAMP-regulated guanine nucleotide exchange factor 3 (EPAC1): primary screen. EPAC1 agonist qHTS, biochemical assay; response scale: 100% = response to 6.5 mM cAMP. Potency, µM (series often up to 154 µM), for inactives: top-dose activation, usual class: activators. Rap guanine nucleotide exchange factor 3 (Homo sapiens), O95398. AID 720707, 2013. hit rate 0.073% among 360,000; also: potency is read from the fitted curve at half-maximal effect; nearly all actives have a fitted effect of over 60% in size
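Fluorescent GDP-exchange assay: 100 nM EPAC1 with 250 nM Rap1B preloaded with BODIPY-GDP and 50 uM GDP; compounds tested as concentration series, 5 min at room temperature, then read every 5 min for 30 min (ex 480/em 540 nm); normalized to 6.5 mM cAMP.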
IL2 activator: qHTS of IL-2 Activators. IL-2 activation reporter assay, cell-based qHTS; stimulated with anti-CD3/CD4/CD28 beads; in transgenic mouse T cells. activation, % (series mostly up to about 46 µM). hit rate 0.065% among 360,000; in the data active = activation above about 50%; inconclusive = mostly about 30% to 49%; also: 0% is about no effect
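First, unstimulated transgenic mouse T cells were exposed to compound for 60 min. Next, anti-CD3/anti-CD4-coated beads with anti-CD28 were added. Finally, after 18 h at 37 degrees C, EGFP and DsRed were imaged.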
PLK1 PBD inh: qHTS for Inhibitors of PLK1-PDB (polo-like kinase 1 - polo-box domain): Primary Screen; Serine/threonine-protein kinase PLK1 (Homo sapiens), P53350; Plk1 PBD binding of FITC phosphopeptide, fluorescence polarization; Potency, µM, for the others: max response, negative = inhibition, actives largely listed as inhibitors; hit rate 2.8% among 360,000; AID 720504, 2013; also: potency is read from the fitted curve at half-maximal effect; series mostly up to about 57 µM; % is scaled to controls: 0 for no effect and ±100 for the full control effect; nearly all actives have a fitted effect of over 65% in size
Target sequence (P53350 whole entry, looked up, the tested form may be a part): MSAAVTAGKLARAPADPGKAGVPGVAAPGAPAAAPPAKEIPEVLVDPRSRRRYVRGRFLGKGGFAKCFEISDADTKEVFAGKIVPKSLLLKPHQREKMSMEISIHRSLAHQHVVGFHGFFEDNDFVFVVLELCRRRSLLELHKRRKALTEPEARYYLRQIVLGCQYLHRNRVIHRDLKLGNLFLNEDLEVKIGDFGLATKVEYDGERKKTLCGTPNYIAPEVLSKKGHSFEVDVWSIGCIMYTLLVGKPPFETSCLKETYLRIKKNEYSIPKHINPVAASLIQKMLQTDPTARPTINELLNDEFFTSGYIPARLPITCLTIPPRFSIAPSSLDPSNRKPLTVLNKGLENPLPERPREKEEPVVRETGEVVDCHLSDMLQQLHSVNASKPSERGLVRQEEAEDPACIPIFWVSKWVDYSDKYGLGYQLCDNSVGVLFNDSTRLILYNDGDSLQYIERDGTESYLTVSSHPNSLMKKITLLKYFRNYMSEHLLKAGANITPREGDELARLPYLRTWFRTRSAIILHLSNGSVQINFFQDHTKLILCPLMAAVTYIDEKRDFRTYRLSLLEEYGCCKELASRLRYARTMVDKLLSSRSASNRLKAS
PTHR1 ag: qHTS for PTHR1 Agonists: Primary Screen; Parathyroid hormone/parathyroid hormone-related peptide receptor (Homo sapiens), Q03431; HEK293 GP2 PTHR1 cells, GloSensor cAMP luminescence, 1 h; Potency, µM (doses to about 115 µM), for the others: top-dose activation, most hits filed as activators; hit rate 0.075% among 410,000; AID 743266, 2014; also: potency is read from the fitted curve at half-maximal effect; nearly all actives have a fitted effect of over 55% in size; some results filed as inactive show a strong effect at the top dose; inactives centre near -15; many of its hits are not listed in these tables
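HEK-293-derived GP2 cells expressing PTHR1 and a GloSensor cAMP reporter, 3,000/well, plated overnight, given luciferin plus IBMX (each 0.5 mM as added) for 1 h at 37 °C, then compound for 1 h at 37 °C. Luminescence was read after 15 min at room temperature.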
GLP1R ag: qHTS of GLP-1 Receptor Agonists. AID 624172, 2012. HEK293 GLP-1R CRE-luciferase, luminescence, 4-6 h; cells express a hypersensitive GLP-1R form. Potency, µM (doses to about 45.6 µM), without a hit: top-dose activation, actives largely listed as activators. Glucagon-like peptide 1 receptor (Homo sapiens), P43220. hit rate 0.007% among 380,000; also: potency is read from the fitted curve at half-maximal effect; % of control where 0% means no effect
Target sequence (P43220 whole entry, looked up): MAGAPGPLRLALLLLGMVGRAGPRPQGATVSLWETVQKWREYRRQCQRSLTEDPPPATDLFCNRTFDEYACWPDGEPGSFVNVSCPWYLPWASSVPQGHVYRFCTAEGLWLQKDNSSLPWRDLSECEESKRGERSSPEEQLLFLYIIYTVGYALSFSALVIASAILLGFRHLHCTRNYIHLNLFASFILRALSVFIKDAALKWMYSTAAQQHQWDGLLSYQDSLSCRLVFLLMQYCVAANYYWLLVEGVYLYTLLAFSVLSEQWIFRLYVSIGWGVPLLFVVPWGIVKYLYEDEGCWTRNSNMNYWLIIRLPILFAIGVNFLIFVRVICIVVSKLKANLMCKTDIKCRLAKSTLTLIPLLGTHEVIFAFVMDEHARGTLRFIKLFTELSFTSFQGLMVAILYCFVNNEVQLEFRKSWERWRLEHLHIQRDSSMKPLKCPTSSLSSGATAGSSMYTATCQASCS
PI5P4K alpha inh: qHTS for Inhibitors of phosphatidylinositol 5-phosphate 4-kinase (PI5P4K); hit rate 1.2% among 330,000; max response, %; Phosphatidylinositol 5-phosphate 4-kinase type-2 alpha (Homo sapiens), P48426; PI5P4Kalpha enzyme, ADP-Glo luminescence, 60 min; stronger effect = lower value; active = max response of -50% or lower; inconclusive = between -30% and -50%; inactive = -30% or higher; also: value at the top dose of about 77 µM; % is scaled to controls: 0 for no effect and ±100 for the full control effect
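Luminescence from ADP-Glo served as readout of PI5P4Kalpha activity in a qHTS format. Reaction: enzyme, substrate, compound, ATP at 5 microM final, 60 min at RT.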
HEK293 tox: qHTS of GLP-1 Receptor Inverse Agonists: Cytotox Screen | HEK293 cAMP-luciferase reporter cells, luminescence, 24 h | hit rate 0.13% among 410,000 | Potency, µM (highest dose often 38.3 µM), inactives show at the top dose activity change, negative = inhibition, most hits filed as inhibitors;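 also: loss of luciferase light is scored as toxicity; potency is read from the fitted curve at half-maximal effect; % is scaled to controls: 0 for no effect and ±100 for the full control effect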
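MLSMR compounds, 24 hr on cells at 37 deg C/5% CO2; luminescence after luciferase reagent (12 min RT). Inhibition counted as the undesired cytotoxic outcome.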
EPAC1 antagonist: qHTS for Antagonist of cAMP-regulated guanine nucleotide exchange factor 3 (EPAC1): primary screen. Rap guanine nucleotide exchange factor 3 (Homo sapiens), O95398. EPAC1 GEF assay, Rap1b-BODIPY-GDP exchange fluorescence. Potency, µM (highest dose often 115 µM), without a hit: at the highest dose activity change, negative = inhibition, actives largely listed as inhibitors. hit rate 0.14% among 360,000;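 also: potency is read from the fitted curve at half-maximal effect; plate controls were vehicle for no effect and positive control for full effect; nearly all actives have a fitted effect of over 50% in size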
GLP-1R inv ag: qHTS of GLP-1 Receptor Inverse Agonists (Inhibition Mode). Glucagon-like peptide 1 receptor (Homo sapiens), P43220. HEK293 GLP-1R CRE-luciferase, luminescence, 24 h; GLP-1R form is constitutively active. Potency, µM (highest dose often 38.3 µM), for the others: at the top dose activity change, negative = inhibition, most hits filed as inhibitors. hit rate 1.6% among 410,000; also: potency is read from the fitted curve at half-maximal effect; % is scaled to controls: 0 for no effect and ±100 for the full control effect; nearly all actives have a fitted effect of over 55% in size
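Seeding at 200 cells/uL, 12 h culture, 24 hr compound treatment, then luciferase reagent and a luminescence read; cells are HEK293 stably expressing a constitutively active GLP-1R plus cAMP-responsive luciferase.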
* marks the source's active call; other numbers are inactive results; i = inactive; ? = inconclusive; . = no result given; [ ] = remark or other dose. Unless noted, calls follow the shape of the dose curve; as a rule, active = well fitted curve in the direction sought with a large enough effect; inconclusive = small, poorly fitted or top-dose-only effect, or another doubt; inactive = no such curve, though single readings can be large; an effect the other way counts as inactive or inconclusive.

Values in the order – EPAC1 ag	IL2 activator	PLK1 PBD inh	PTHR1 ag	GLP1R ag	PI5P4K alpha inh	HEK293 tox	EPAC1 antagonist	GLP-1R inv ag
#1 CC(C)(C)c1nnc(NC(=O)NS(=O)(=O)c2ccccc2)s1
 : 6.7%	2.1	-15.7%	-21.8%	0.7%	?	-5.3%	-15.5%	3.8%
#2 CCCc1nc(N2CCN(C)CC2)c2sc(=S)n(-c3ccccc3)c2n1
 : 7.3%	-2.1	-12.0%	5.6%	-0.7%	7.6	3.2%	?	16.8%
#3 Cc1cc(NC(=O)CCCn2nc(C)c([N+](=O)[O-])c2C)no1
 : 2.9%	1.0	-7.0%	i	0.3%	2.3	9.4%	-6.5%	12.3%
#4 c1ccn2cc(-c3ccc4c(c3)OCCO4)nc2c1
 : 1.7%	-1.4	-6.6%	-39.6%[inhibitor]	-6.1%	-13.5	-12.3%	?	?
#5 O=S(=O)(c1cccc(Cl)c1)N1CCC(c2nc3ccccc3[nH]2)CC1
 : -9.7%	-1.0	0.5%	-41.9%	6.6%	1.0	-1.8%	0.3%	-26.1%
#6 Cc1cccc2sc(N(CCCN(C)C)C(=O)c3sc4ccccc4c3Cl)nc12
 : 2.1%	0.4	-5.7%	i	0.1%	0.1	-18.7%	-23.2%	?
#7 Cc1ccc(S(=O)(=O)N(CC(=O)N2CCC(C)CC2)c2ccccc2)cc1
 : 5.2%	0.3	-9.0%	-27.4%	6.2%	-3.5	3.1%[7.66 µM]	-9.3%	-8.3%[7.66 µM]
#8 CC1=Nc2ccccc2/C1=C\c1nc(-c2ccccc2)oc1O
 : 21.0%	0.7	-6.7%	-43.6%[inhibitor][57.5 µM]	-7.1%	.	-3.6%	9.3%	0.0%
#9 O=C(Cc1cccc2ccccc12)NCCOc1ccccc1F
 : 2.1%	4.4	-12.2%	-24.1%	10.3%	0.9	8.1%	?	?
#10 COc1ccc(S(=O)(=O)N2CCN(c3ccc(F)cc3)CC2)cc1C(=O)N1CCOCC1
 : -17.2%	2.0	-0.3%	-50.3%[inhibitor]	1.8%	-7.3	25.1%	-2.6%	-2.8%
#11 NC(=O)C1CCN(C(=O)c2ccc(OCC(=O)Nc3cccc(C(F)(F)F)c3)cc2)CC1
 : 2.5%	-1.9	1.3%	i	-6.0%	4.1	-14.0%	-3.6%	19.0%
#12 CCc1cccc(NC(=O)C2CCN(S(=O)(=O)c3ccc4c(c3)CC(C)N4C(C)=O)CC2)c1 (stereo not given)
 : -10.5%	-3.3	-10.4%	-88.2%[inhibitor]	0.9%	-4.3	1.1%	-15.1%	11.2%
#13 CN(CC(=O)Nc1cccc(F)c1)C(=O)CCNC(=O)c1ccc(Br)cc1
 : 4.9%	-0.9	-6.2%	i	9.5%	0.8	2.9%	-19.8%	-21.8%
#14 CC(CNC1CCCCC1)OC(=O)c1ccc([N+](=O)[O-])cc1 (stereo not given)
 : 1.2%	-2.4	2.6%	i	-1.0%	1.1	-9.1%	6.5%	0.7%
#15 Cc1ccccc1NC(=O)Cc1nc(CN(C)CC(=O)Nc2cccc(F)c2)cs1
 : 3.6%	0.4	-12.1%	-28.8%	-0.2%	2.5	3.5%	-14.6%	-9.6%
#16 O=C(COC(=O)C1=COCCO1)NCc1ccc(Cl)cc1Cl
 : 12.4%	1.1	-9.6%	-21.2%	1.3%	0.1	-3.7%	10.1%	3.1%
#17 Cc1ccccc1N(C(=O)Cc1c[nH]c2ccccc12)C(C(=O)NC1CCCCC1)c1ccco1 (stereo not given)
 : -9.4%	6.7	-5.2%	i	-6.2%	5.6	-1.1%	-12.9%	4.4%
#18 Cc1c(-n2c(O)c(C3=c4ccccc4=NC3=O)sc2=O)c(=O)n(-c2ccccc2)n1C
 : 7.7%	2.1	-9.4%	-20.6%	-0.6%	-2.7	2.9%	-10.9%	-17.2%
#19 C=CCn1c(N2CCOCC2)nc2c1c(=O)[nH]c(=O)n2C
 : -7.6%	0.8	-1.4%	-17.1%	5.3%	-3.4	-3.8%	-6.6%	19.0%
#20 CCC(=O)Nc1cccc(C(=O)/C=C/c2ccccc2)c1
 : -0.9%	-1.0	-21.5%	-25.1%[57.5 µM]	-58.0%[inhibitor]	2.2	?	-23.8%	?
#21 Cn1cc(Cl)c(-c2nc3ccccc3[nH]2)n1
 : -1.6%	0.1	-2.1%	-43.2%[inhibitor][57.5 µM]	-1.9%	-9.5	-19.3%	10.4%	-12.8%
#22 C=CCCC(=O)N1C[C@@H](CO)[C@@H](NC)C[C@H]1c1ccccc1Br
 : -1.6%	-0.5	-21.0%	-7.5%	5.6%	-1.6	7.1%	3.6%	25.4%
#23 CC12CN(C(=O)c3ccco3)CC(c3ccccc3)(CN(C(=O)c3ccco3)C1)C2=O
 : 0.8%	0.2	-12.7%	-19.5%[57.5 µM]	-1.9%	-11.0	7.8%	5.6%	12.0%
#24 COc1ccc(-c2cc(C(=O)N/N=C(\C)c3cccnc3)c3ccccc3n2)cc1
 : 4.7%	1.8	-1.0%	-43.2%	-1.1%	0.5	-17.4%	-0.4%	?
#25 CC1=C(C(=O)N(C(C)C)C(C)C)CC(CC(=O)NCCCCc2ccccc2)C(=O)N1Cc1ccc(C(C)(C)C)cc1 (stereo not given)
 : -15.0%	-0.8	-12.7%	-22.1%	-2.0%	4.1	?	?	?
#26 CCOC(=O)N1CCN(C(=O)CNC(=O)c2ccc(Br)o2)CC1
 : -4.5%	-0.1	-1.8%	-10.1%	-1.0%	5.9	-4.3%	-3.7%	5.8%
#27 FC(F)Oc1ccc(C2N=C(c3ccccc3)NO2)cc1 (stereo not given)
 : 12.1%	-2.3	-8.1%	-22.9%	11.9%	-3.4	-7.2%	-20.7%	15.7%
#28 CCN(CC)S(=O)(=O)c1cccc(C(=O)NCc2ccccc2)c1
 : 5.4%	0.4	-7.8%	i	3.7%	5.7	16.0%	-4.1%	-4.6%
#29 O=C(COC(=O)CCC(=O)c1cccs1)Nc1ccccc1[N+](=O)[O-]
 : -10.3%	-0.1	-5.0%	-8.5%	0.7%	1.8	6.3%	0.7%	15.7%
#30 CC(=C/C(=O)O)/C=C/c1ccc([N+](=O)[O-])cc1
 : -10.9%	-4.0	-7.8%	-21.0%	-1.4%	-8.8	-5.5%	-10.4%	11.0%
#31 CC1CCC(=O)N(CCSc2ccccc2)CC1 (stereo not given)
 : -2.2%	-0.1	-0.9%	-36.9%[inhibitor]	1.7%	-12.8	-1.1%	8.7%	-28.5%
#32 CCCCn1c(CN2C(=O)c3ccccc3C2=O)nc2ccccc2c1=O
 : -1.8%	3.3	-10.6%	i	10.1%	1.3	9.6%	0.3%	3.5%
#33 Cc1ccc(-c2nnc3ccc(SCC(=O)N4CCc5ccccc54)nn23)cc1
 : -11.6%	6.1	-16.1%	-15.2%	9.5%	7.3	0.1%	-18.1%	1.6%
#34 CNC(=O)C[C@H]1C(=O)N(Cc2ccccc2)C[C@@H]1Cc1ccccc1
 : 2.6%	-0.5	-6.7%	-22.0%	5.0%	-1.1	-1.6%	-6.3%	4.9%
#35 N/C(=N\OC(=O)CCC1CCCC1)c1cccc([N+](=O)[O-])c1
 : 3.4%	-0.8	-2.8%	i	0.5%	2.7	-0.6%	-7.6%	13.2%
#36 Cc1cc(C)nc(Nc2ncc(O)n2-c2ccccc2)n1
 : 1.6%	-0.1	1.6%	i	0.3%	.	-20.9%	5.9%	7.9%
#37 OCC(O)CN1CCCC1 (stereo not given)
 : 3.2%	-1.9	-11.1%	-11.9%	-2.9%	-0.9	3.3%	19.7%	-4.1%
#38 Cc1cccc(NC(=O)N2CCC(c3nc4ccccc4o3)CC2)c1
 : 8.3%	-0.9	-3.7%	-13.8%	4.1%	.	-27.1%	3.0%	0.0%
#39 CCOc1ccc(NC(=O)[C@@H]2CCCN2C(=O)c2cccs2)cc1S(=O)(=O)N1CCCCC1
 : 13.4%	-0.9	-1.5%	i	-8.9%	-4.6	-17.1%	5.6%	-0.6%
#40 Cc1c(Br)cc(C(=O)NC2CCCCC2)c(C)c1C
 : 7.2%	-1.6	-5.2%	i	-1.7%	.	8.7%	15.3%	0.0%
#41 O=C(c1cc(N2C(=O)C3C4CCC(C4)C3C2=O)ccc1Cl)N1CCN(c2ccc(F)cc2)CC1 (stereo not given)
 : 3.2%	-0.4	-10.0%	-15.6%	-20.2%	-7.5	-0.6%	-0.2%	?
#42 CCCCSc1nc2c(cnn2-c2ccc(C)c(C)c2)c(=O)[nH]1
 : -0.3%	-2.1	-11.0%	i	2.2%	0.0	14.8%	-19.6%	14.5%
#43 Cc1ccc(C)c(NCc2ccccc2CO)c1
 : 1.6%	3.7	-2.3%	-10.4%	4.7%	-2.5	6.8%	-5.8%	-19.5%
#44 CCCCn1nnnc1C(c1ccccc1)N1CCN(Cc2c(F)cccc2Cl)CC1 (stereo not given)
 : 3.6%	-0.6	-2.4%	-22.5%	12.1%	0.8	4.4%	5.6%	?
#45 Nc1nc(SCC(=O)Nc2cc(Cl)ccc2Cl)n[nH]1
 : -1.7%	-2.9	-18.2%	-2.3%	9.2%	16.3	-0.1%	-4.3%	25.2%
#46 Cc1cc(C(=O)COC(=O)c2ccc(NC(=O)CC#N)cc2)c(C)n1-c1ccc(OC(F)F)cc1
 : 0.6%	-0.3	1.6%	-44.3%[inhibitor]	8.7%	?	-13.9%	-17.5%	?

High-throughput results as filed in PubChem.

A portion of the library; the hit share may differ from the screen's.
